PHOSPHO1 block: PubChem AID 1565; recombinant PHOSPHO1, absorbance phosphatase assay; inhibition, % at 13.3 µM; 290,000 tested, 1.1% active; in the data active = inhibition above about 60%
V1aR counter: agonists of human V1a receptor, primary screen, counter-screen for OXTR agonist project, fluorescence, CHO-V1R cells | Vasopressin V1a receptor (Homo sapiens), P37288 | Fluo-8 calcium fluorescence, agonist mode; 0% DMSO, 100% 3 nM vasopressin | activation, % at 3 µM | 320,000 tested, 0.25% active | AID 2797, 2010;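 active = activation above the mean activation of all tested compounds plus 3 SD, per screening run, cut at about 20% in these data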;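 also: signal is peak over basal fluorescence ratio across a 100 second FLIPR read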
HCV NS3 hel inh: inhibitors of HCV NS3 helicase, primary screen, biochemical, Cy5 molecular beacon fluorescence; NS3 helicase DNA unwinding; inhibition, % at 10.9 µM; 290,000 tested, 0.56% active;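 active = inhibition above the mean of all tested compounds plus 3 SD, set per campaign, cut at about 35% in these data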;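 also: 0% = DMSO wells and 100% = thioflavine S control wells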
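Assay system: hepatitis C virus NS3 helicase domain fragment enzyme. Also added: annealed dual-labelled DNA beacon duplex, ATP-started. Timing: 1 h reaction at 25 °C, ATP-initiated. Technique: Cy5 fluorescence at 0 and 60 min, beacon hairpin quenching. Evaluation: % inhibition of unwinding. Replication: one well per compound.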
VIM-2 inhibitor: VIM-2 metallo-beta-lactamase inhibitors, primary screen, biochemical, epi-absorbance readout, Pseudomonas aeruginosa enzyme; purified VIM-2, nitrocefin hydrolysis, epi-absorbance fluorescence; inhibition, % at 5.6 µM; 290,000 tested, 0.89% active; AID 1527, 2009;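 active = inhibition above the mean of all tested compounds plus 3 SD, cutoff set per screening run, cut at about 7.5% in these data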;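 also: red hydrolysis product quenches plate fluorescence so inhibitors raise well fluorescence; 0% = enzyme with DMSO and 100% = DMSO without enzyme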
FID counter: compounds displacing fluorescent DNA intercalator, primary screen, artefact control for HCV NS3 helicase inhibitor project, biochemical, FID fluorescence; AID 1845, 2009; 290,000 tested, 0.17% active; DNA fluorescent intercalator displacement; inhibition, % at 7.9 µM; in the data active = inhibition above about 37%;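 also: 0% = vehicle and 100% = reference compound; higher means more ethidium bromide displaced from hairpin DNA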
GPR7 antagonist: GPR7 receptor antagonists, primary screen, cell-based, fluorescence, single concentration; AID 1861, 2009; Neuropeptides B/W receptor type 1 (Homo sapiens), P48145; inhibition, % at 4.4 µM; GPR7-expressing cells, fluorescence antagonist assay; 290,000 tested, 1.1% active; in the data active = inhibition above about 16%, passing the limit was not always enough;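 also: cells stimulated with the agonist NPW; 0% = agonist with vehicle and 100% = vehicle without agonist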
Target sequence (P48145 whole entry, looked up): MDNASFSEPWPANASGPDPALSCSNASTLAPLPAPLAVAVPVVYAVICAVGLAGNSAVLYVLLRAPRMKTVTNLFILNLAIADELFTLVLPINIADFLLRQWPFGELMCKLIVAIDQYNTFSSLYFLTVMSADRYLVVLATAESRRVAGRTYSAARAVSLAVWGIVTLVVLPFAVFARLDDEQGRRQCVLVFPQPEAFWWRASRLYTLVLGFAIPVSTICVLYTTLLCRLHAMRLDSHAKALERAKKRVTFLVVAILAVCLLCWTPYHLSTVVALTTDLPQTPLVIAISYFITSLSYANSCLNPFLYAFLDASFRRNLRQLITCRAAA
OXTR ag: human OXTR agonists, primary screen, fluorescence, CHO-OTR cells, Fluo-8 calcium | Oxytocin receptor (Homo sapiens), P30559 | 320,000 tested, 0.32% active | Fluo-8 calcium fluorescence; normalized: DMSO 0%, oxytocin 100% | AID 2435, 2010 | activation, % at 3 µM;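 active = activation above the mean of all tested compounds plus 3 SD, cutoff set per screening run, cut at about 20% in these data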;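 also: peak over basal fluorescence ratio from a 100 s FLIPR kinetic read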
Target sequence (P30559 whole entry, looked up): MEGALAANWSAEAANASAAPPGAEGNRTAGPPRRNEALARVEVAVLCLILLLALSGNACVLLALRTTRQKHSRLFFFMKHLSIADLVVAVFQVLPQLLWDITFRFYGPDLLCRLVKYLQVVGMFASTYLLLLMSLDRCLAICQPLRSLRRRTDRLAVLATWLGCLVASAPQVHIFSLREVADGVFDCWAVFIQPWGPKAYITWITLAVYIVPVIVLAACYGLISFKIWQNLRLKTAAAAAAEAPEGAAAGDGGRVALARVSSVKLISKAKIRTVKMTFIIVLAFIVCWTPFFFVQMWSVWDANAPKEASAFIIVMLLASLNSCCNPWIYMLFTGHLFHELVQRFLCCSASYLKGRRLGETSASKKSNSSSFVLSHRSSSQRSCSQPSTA
GalR3 antagonist: GalR3 antagonists in HEK293 cells, primary screen, cell-based, fluorescence readout; Galanin receptor type 3 (Homo sapiens), O60755; HEK293 GalR3-CNG cAMP membrane potential fluorescence; galR3 body fused to GalR1 C-terminus; inhibition, % at 3 µM; 360,000 tested, 0.44% active;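 active = inhibition above the screen-wide average plus 3 SD, cut at about 13% in these data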;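 also: forskolin and galanin both at EC90 stimulate the cells; cAMP rise reported by CNG channel membrane potential dye signal; 0% = forskolin plus galanin with DMSO and 100% = forskolin alone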
Target sequence (O60755 1-299 limits assumed): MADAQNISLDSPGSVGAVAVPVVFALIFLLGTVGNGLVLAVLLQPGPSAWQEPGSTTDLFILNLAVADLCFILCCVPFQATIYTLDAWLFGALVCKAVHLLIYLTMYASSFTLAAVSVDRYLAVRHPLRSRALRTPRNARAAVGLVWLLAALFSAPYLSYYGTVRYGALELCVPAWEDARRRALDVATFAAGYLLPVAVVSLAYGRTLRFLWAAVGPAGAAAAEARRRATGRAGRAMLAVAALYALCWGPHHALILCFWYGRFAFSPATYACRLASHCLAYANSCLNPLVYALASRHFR
IMP-1 inh: IMP-1 metallo-beta-lactamase inhibitors, primary screen, biochemical, epi-absorbance readout, Pseudomonas aeruginosa enzyme. metallo-beta-lactamase IMP-1 (Pseudomonas aeruginosa). purified IMP-1, nitrocefin hydrolysis, epi-absorbance fluorescence. inhibition, % at 5.6 µM. 290,000 tested, 0.45% active;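 active = inhibition above the mean plus 3 SD of all compounds in the same screening run, cut at about 4.5% in these data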;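 also: 0% = IMP-1 with DMSO and 100% = DMSO wells lacking enzyme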
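System: Purified recombinant IMP-1 metallo-beta-lactamase enzyme | Measured by: Fluorescence quenching readout, ex 480/em 530 nm | Replication: Singlicate | Incubation: 15 min preincubation plus 25 min reaction at 25 °C | Evaluation: Percent inhibition from optical density relative to buffer-blank wells | Benchmarks: DMSO with and without IMP-1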
Active calls of the source: *; . = not tested or not shown.

SMILES	PHOSPHO1 block	V1aR counter	HCV NS3 hel inh	VIM-2 inhibitor	FID counter	GPR7 antagonist	OXTR ag	GalR3 antagonist	IMP-1 inh
COc1cc(C(C)=O)ccc1OCC(O)Cn1nc(C)c(C(C)=O)c1C (stereo not given)	14	1.1	3	-0.4	-17	-16	0.2	-8	-3.6
Cc1ccc(OCCn2cc(/C=C(\C#N)C(=O)NCC3CCCO3)c3ccccc32)cc1 (stereo not given)	-2	0.0	-11	-4.0	-5	-3	-0.6	-2	-1.4
COc1ccc(Cl)cc1C(=O)Nc1ccc(S(N)(=O)=O)cc1	-17	1.2	4	-0.9	-2	10	2.3	3	-0.2
C=CCn1c(=O)c2ccccc2n2c(SCC(=O)O)nnc12	34	0.9	-8	1.7	-6	-6	0.6	5	-2.6
O=C(CC(c1ccco1)S(=O)(=O)c1ccccc1)c1ccccc1 (stereo not given)	-10	-1.2	6	-2.1	-4	-8	-1.9	2	-2.2
CCOC(=O)Cn1nc(C)cc1NC(=O)c1cc(OC)c(OC)c(OC)c1	28	0.7	7	-0.6	-20	-18	2.4	-10	0.3
COc1ccc2oc(=O)c(C(=O)OCc3ccccc3)cc2c1	24	-0.2	-18	0.4	-19	-14	-2.5	-10	0.5
COCC(=O)N1CCC(Oc2ccc(C(=O)N[C@H](C(=O)OC)C(C)C)cc2)CC1	19	1.6	4	-0.3	-14	-1	0.2	-4	0.4
Nc1nnc(SCCN2C(=O)c3ccccc3C2=O)s1	1	0.9	1	-5.5	-3	-5	1.6	0	-5.8
O=C(c1ccccc1)N1C(=O)C(c2ccccc2)Oc2ccccc21 (stereo not given)	24	-0.2	3	-2.4	-13	-8	-1.7	-4	-2.2
O=C(NCCCCCCNC(=O)c1cccs1)c1cccs1	28	0.8	9	-0.9	-6	-2	-0.2	-1	-3.0
Cc1cc(C(=O)N/N=C/c2ccncc2)c2ccccc2n1	46	0.3	-2	-4.0	-4	-13	1.7	-5	-3.9
Cc1cc(N2CCN(C)CC2)nc2ccc(NC(=O)CCC(=O)NCCc3ccc(Cl)cc3)cc12	32	.	-15	-2.7	-3	-4	.	-7	-2.7
CCn1c(SCC(=O)N/N=C/c2ccc(OC)c(OC)c2)nc2ccccc21	7	0.6	1	-2.1	-22	-8	1.2	-6	-1.8
CC(C)CC(NC(=O)CCC(=O)OCC(=O)[C@@]1(O)CCC2[C@@H]3CCC4=CC(=O)C=C[C@]4(C)C3[C@@H](O)C[C@@]21C)C(=O)O (stereo not given in full)	18	0.2	3	1.2	-28	0	1.2	-12	-1.8
CCOc1ccc(C(=O)NCCN2CCCC2)cc1	11	-0.1	-3	-0.4	1	-11	-0.2	-4	-0.2
Cc1ccc(C(=O)NC(=S)NNC(=O)c2ccccc2O)cc1	23	11	29	-0.5	-2	-14	22*	-11	-3.8
Nc1cc(=O)[nH]c(SCC(=O)NNC(=O)Cc2ccccc2)n1	36	0.5	-4	-1.7	-6	-15	-0.4	-3	-1.3
Cc1c(C(=O)OCCOC(C)C)[nH]c2c1C(=O)CC(c1ccco1)C2 (stereo not given)	-6	2.3	13	1.1	-12	18	-0.5	.	-1.9
COc1ccc(C(=O)Nc2cccc3c2CCCC3)cc1	-8	-0.6	2	-1.9	-14	4	-2.5	-2	-0.8
OC1O[C@H](c2ccc3c(c2)OCO3)[C@H]2CO[C@H](c3ccc4c(c3)OCO4)[C@@H]12 (stereo not given in full)	18	1.6	.	.	.	.	2.1	-3	.
C=C(C)c1cccc(C(C)(C)NC(=O)NCc2cccnc2)c1	41	-0.2	-5	-1.9	-6	-4	-1.9	-7	-1.4
Cc1ccc(C2c3sc(=O)[nH]c3SC3C4CC(C5C(=O)N(C(C)C(=O)O)C(=O)C45)C23)cc1 (stereo not given)	-13	-0.1	35	-2.2	-24	-10	0.2	1	1.4
Cc1ccccc1C(=O)N1CCC(C(=O)N(C)CCOc2ccccc2)CC1	48	0.8	0	-1.2	-36	1	0.6	-5	-3.8
CCOc1ccc(C(CC(=O)O)NC(=O)COc2ccccc2)cc1OC (stereo not given)	-30	0.5	3	-0.7	-4	-11	0.7	-7	-1.3
Continued.
SMILES	PHOSPHO1 block	V1aR counter	HCV NS3 hel inh	VIM-2 inhibitor	FID counter	GPR7 antagonist	OXTR ag	GalR3 antagonist	IMP-1 inh
COc1ccc(-c2sc(NC(=O)c3ccc(C)cc3)nc2-c2ccc([N+](=O)[O-])cc2)cc1	54	1.0	3	1.5	-1	5	0.7	1	-1.0
CN1C(=O)c2ccccc2NC(=O)[C@]12O[C@@H]2c1cccc(O)c1	22	1.1	.	.	.	.	1.3	-7	.
COc1cc(/C=N/n2cnnc2)ccc1OCCSc1ccc(C)cc1	30	0.8	-5	-1.0	-12	-6	0.9	10	-1.1
CC(C)(C)C(=O)Nc1scc(-c2ccc(-c3ccccc3)cc2)c1C(=O)O	36	39*	19	0.4	-6	-12	26*	-10	-0.7
CCOc1ccc(NC(=O)CN2CCN(CC(=O)c3ccc(OC)c(OC)c3)CC2)cc1	5	0.1	-7	0.7	-7	-6	-1.3	-2	-1.6
CCCCN(C(=O)CSc1nnc(-c2ccccc2OC)n1C)c1c(N)n(Cc2ccccc2)c(=O)[nH]c1=O	-4	0.5	13	-1.7	-38	-7	-0.1	-2	-1.6
Cc1ccccc1NC(=O)Cc1nnc(SCC(=O)N2CCOCC2)n1C	.	-1.4	-1	-5.3	-5	-16	-0.9	-3	-3.1
O=c1cc(-c2ccc(O)c(O)c2)oc2cc(O)c(C3OC(CO)C(O)C(O)C3O)c(O)c12 (stereo not given)	32	-0.2	-3	-3.2	-4	-20	1.7	-5	-2.3
CC(=O)OC1CC2(C)/C(=N\O)CCC2C2CCc3cc(O)ccc3C12 (stereo not given)	18	.	1	-1.8	-41	7	.	-8	-4.5
CCCC(=O)Nc1cc(=O)[nH]c2ncnn12	14	-0.2	-2	-0.5	1	0	-0.6	-6	-0.8
O=C(/C=C/c1ccccc1Cl)NCCc1ccccc1	-16	-0.3	-3	-3.9	-10	-4	-1.7	.	-0.9
CCOC(=O)C1CCN(C(=O)c2ccccc2NS(=O)(=O)c2ccc(F)c(F)c2)CC1	3	-0.5	-12	-2.5	-28	-4	-0.1	-3	-1.6
COC(=O)c1cccc(NC(=S)N2CCCCC2)c1	27	2.1	5	-2.2	-3	-7	0.0	-6	-2.4
Cc1ccc(NC(=S)NCc2cccs2)cc1	15	0.7	-3	-4.0	-1	5	-0.1	-2	-3.0
COc1ccc(NC(=O)CSCC(=O)N=c2sccn2C)cc1	37	1.3	8	-2.5	-4	-19	0.0	-5	-3.5
CCN(CC)CCCN(C(=O)c1cccs1)c1nc(-c2ccc(OC)cc2)cs1	-14	1.9	-103	0.2	27	13	4.5	.	-0.2
CCN(CC)CCCNC(=O)c1cc(Sc2nnc(C)s2)nc2ccccc12	2	0.3	5	4.3	7	3	-0.7	-3	-2.2
CCCCCCNC(=O)CCc1nc2cccnc2n1Cc1ccc(OC)cc1	33	.	-3	-2.6	-39	-10	.	-13	-2.1
Cc1occc1-c1nnc(SCC(N)=O)n1Cc1ccccc1	3	-1.1	3	-1.6	-5	4	0.3	-6	-2.9
Cc1ccc2nc(C)c(C(=O)N/N=C/c3ccccc3[N+](=O)[O-])cc2c1	15	1.6	4	-1.2	-5	-12	-0.3	-8	-3.8
O=C(Cc1ccc(F)cc1)N1CCC(CC2CC(c3ccc(Cl)cc3)=NO2)(C(=O)NCC2CCCCC2)CC1 (stereo not given)	-7	1.4	-17	-3.2	-36	-16	-0.6	-1	-6.4
O=C(CSc1nnc(-c2ccccc2)o1)Nc1ccccc1F	11	0.8	2	-0.9	-3	-1	0.4	0	2.8
CCOC(=O)C(C)Oc1ccc(NC(=O)C(Cl)(Cl)Cl)cc1 (stereo not given)	32	1.9	6	-3.5	-10	-12	-0.2	4	-2.3
COc1ccc(CCNC(=O)C2CCN(S(=O)(=O)N3CCCCCC3)CC2)cc1OC	18	0.1	8	-1.1	-27	-16	-0.2	-2	-3.2
CCn1cc(C(=O)NCc2ccc3c(c2)OCO3)c(=O)c2cc(S(=O)(=O)N(C)C)ccc21	-12	1.8	1	0.2	0	2	2.4	2	1.1
Next records follow:
SMILES	PHOSPHO1 block	V1aR counter	HCV NS3 hel inh	VIM-2 inhibitor	FID counter	GPR7 antagonist	OXTR ag	GalR3 antagonist	IMP-1 inh
CC(C)c1ccc(C2C3=C(COC3=O)Nc3cc4c(cc32)OCO4)cc1 (stereo not given)	40	0.2	-19	-2.7	3	2	0.2	-3	-3.0
O=C(CCc1ccc(S(=O)(=O)N2CCOCC2)cc1)Nc1ccc2c(c1)OCCO2	24	0.1	-1	-4.0	-18	-17	-0.6	-6	-3.7
CC(C)(OC1OC(CO)C(O)C(O)C1O)[C@H]1Oc2ccc3ccc(=O)oc3c2[C@H]1O (stereo not given in full)	38	-0.6	-2	-0.4	-2	-16	-0.3	-6	-3.3
CCOC(=O)c1c(C)nc2c(c1-c1ccccc1)C(=O)c1ccccc1-2	49	-1.4	-1	-3.9	-1	-9	-1.6	-4	-3.1
COc1ccc(/C=C/c2ccc3c(Br)ccc(O)c3n2)cc1	28	0.2	6	-3.5	-12	-1	-1.2	-9	-3.7
CC1(C(=O)NC2CCCCCCC2)CCC(=O)N1Cc1cccnc1 (stereo not given)	18	1.6	2	1.1	-6	-12	0.5	-11	-3.7
Cc1ccc(CNC(=O)C2CCCN(S(C)(=O)=O)C2)cc1 (stereo not given)	2	0.0	-2	-3.0	0	0	-0.8	-3	-1.9
Cc1noc(C(=O)N2CCN(c3ccc(F)cc3)CC2)c1Cl	-14	0.0	-1	-0.8	-2	7	-0.4	2	-4.2
CC(C(=O)Nc1cccnc1)N1C(=O)C2C3C=CC(C3)C2C1=O (stereo not given)	40	0.3	7	-2.2	-2	-24	0.2	-3	-3.8
CCOc1ccccc1NC(=O)C(OC(=O)c1cc(C)oc1C)c1ccccc1 (stereo not given)	-12	0.0	-14	0.4	-23	-12	-2.1	-5	-0.9
O=C(CSc1ccccn1)N1CCN(c2ncc(C(F)(F)F)cc2Cl)CC1	56	4.8	-4	-4.2	-31	-12	1.4	0	-0.5

Three compounds drawn at random from those above:
SMILES	PHOSPHO1 block	V1aR counter	HCV NS3 hel inh	VIM-2 inhibitor	FID counter	GPR7 antagonist	OXTR ag	GalR3 antagonist	IMP-1 inh
CC(C(=O)Nc1cccnc1)N1C(=O)C2C3C=CC(C3)C2C1=O (stereo not given)	40	0.3	7	-2.2	-2	-24	0.2	-3	-3.8
CC1(C(=O)NC2CCCCCCC2)CCC(=O)N1Cc1cccnc1 (stereo not given)	18	1.6	2	1.1	-6	-12	0.5	-11	-3.7
CCOC(=O)c1c(C)nc2c(c1-c1ccccc1)C(=O)c1ccccc1-2	49	-1.4	-1	-3.9	-1	-9	-1.6	-4	-3.1

Source: PubChem BioAssay (several laboratories)
